# PriA SSB inh = blocks PriA binding to SSB C-terminal tail; 430,000 compounds, 0.6% hits; AlphaScreen SSBct-PriA binding, biotinylated peptide; AID 1272365; inhibition, % at 33 µM; in the data active means inhibition mostly above about 37%, no sharp cut-off; inactive means mostly below about 20%;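 further: plate controls were negative control peptide for no effect and reference peptide for full effect; strong numbers were not always called active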
# Starred values were filed as active, the others as inactive; & = joins results of further samples. An excerpt; count on the stated rates, not on these rows.
SMILES,PriA SSB inh
O=C(CCCn1nc(-c2ccc(F)cc2)ccc1=O)NC1CCCC1,5
O=C(Nc1ccccc1-c1nc2ccccc2[nH]1)C1CCCCC1,8
COc1ccc(C(C)=NNC(=O)CNC(=O)c2ccncc2)cc1,-7
CCOC(=O)CCC(=O)Nc1nnc2n1CCS2,-4
CNC(=O)c1ccc2c(OC)n(C)nc2c1,15
O=C(c1cc2cc(Br)ccc2oc1=O)N1CCc2ccccc2C1,-2
CCc1ccc2ncc(C#N)c(N3CCC4(CC3)OCCO4)c2c1,-8
Cc1ccc(S(=O)(=O)N2CCN(c3ccc4nncn4n3)CC2)s1,-7&1
O=C(NCCSC1CCOCC1)NCc1ccc(Cl)cc1,-8
CCOC(=O)c1csc(NC(=O)c2cc(N3CCCC3)ncn2)n1,-10
Cc1ccccc1Cn1cc(S(=O)(=O)CC(=O)N2CCCCCC2)c2ccccc21,-10
CCCCc1cc(=O)oc2cc(OCC(=O)N3C[C@H]4C[C@H](C3)c3cccc(=O)n3C4)ccc12,-2
O=C(NCC1CCN(C(=O)c2cc3ccccc3o2)CC1)c1cc(Br)cs1,-5
O=C(COc1ccccc1)N1CCC(n2ccnn2)CC1,-17
NNc1ncnc2c1cnn2-c1ccc(Cl)cc1,48
O=C(NCc1nnc(SCC(=O)N2CCCCCC2)o1)c1cccc(C(F)(F)F)c1,-8
CC(CCc1ccccc1)NC(=O)Cc1nnc(-c2ccccc2)o1 (stereo not given),-9
O=c1ccc(-c2cccs2)nn1CCNS(=O)(=O)c1ccc(C(F)(F)F)cc1,-10
CCOc1cccc2cc(-c3csc(NC(=O)c4ccn(CC)n4)n3)oc12,-6
COCc1cc(=O)[nH]c(N=C(N)Nc2c(F)cccc2F)n1,0
CCOc1ccc(OCC)c(S(=O)(=O)N2CCN(c3ccc(-n4cccn4)nn3)CC2)c1,-5
COC(=O)Nc1ccc2c(c1)CC(=O)N2,23
Cc1ccc(S(=O)(=O)N2CCc3ccc(NC(=O)COc4cccc(C)c4)cc3C2)cc1,1
O=C1CCSC[C@@H](C(=O)NCCc2ccc(Cl)cc2)N1,0
Cn1cnc(S(=O)(=O)NCC2CCN(C(=O)c3ccccc3F)CC2)c1,-23
O=C1CCCCCN1C(=O)c1ccccc1F,-7
Cc1cc(C)nc(N=C2NC(=O)CC(C(=O)O)N2c2ccc(C)c(C)c2)n1 (stereo not given),-1
CS(=O)(=O)c1cccc(C(=O)N2CCN(c3ccccc3)CC2)c1,-9
CCOc1ccc(-c2ccc(N3CCN(C(=O)CSCc4ccccc4)CC3)nn2)cc1,-7
O=C(NN=Cc1ccco1)c1ccccn1,60*
Cc1cc(N2CCC(NC(=O)c3ccc4nc[nH]c4c3)CC2)n[nH]1,5
COc1ccc(C=NNC(=O)c2ccccc2Br)cc1COc1ccccc1,2
Cc1nnc2ccc(N3CCN(C(=O)C(C)Oc4ccc5c(c4)OCO5)CC3)nn12 (stereo not given),-3
COc1ccc(OC)c2sc(N3CCN(C(=O)C(c4ccccc4)c4ccccc4)CC3)nc12,10
COc1ccc(C(O)=C2C(=O)C(=O)N(CCCC(=O)O)C2c2ccc(OC)cc2)cc1 (stereo not given),-13
O=C(NCCn1nc(-c2cccnc2)ccc1=O)Nc1cccc(F)c1,-2
CCCCc1ccc(NC(=O)/C=C2\SC(=O)NC2=O)cc1,5
O=C(CCn1cnc2c([nH]c3ccc(Br)cc32)c1=O)NCc1ccccc1,-7
Cc1onc(-c2ccccc2Cl)c1C(=O)NCC(c1ccsc1)N1CCOCC1 (stereo not given),-18
C=CCn1c(SCC(=O)Nc2cc(C(=O)OC)cc(C(=O)OC)c2)nc2scc(-c3ccc(C)o3)c2c1=O,-9
O=C(c1ccc[nH]c1=O)N1CCC(Oc2cnccn2)CC1,-4
CN1CCCc2cc(CCNS(=O)(=O)c3cccs3)ccc21,71*
N#CC(=NNc1ccc(S(=O)(=O)N2CCOCC2)cc1)C(N)=S,13
O=C1CCCC(=NNC(=O)c2ccc(NS(=O)(=O)c3cccs3)cc2)C1,-2
O=C(Cn1nc(-c2ccco2)n(C2CC2)c1=O)Nc1ccc(OC(F)(F)F)cc1,-3

# Among those listed so far, 5 contain an aryl methoxy group:
SMILES,PriA SSB inh
COc1ccc(C(C)=NNC(=O)CNC(=O)c2ccncc2)cc1,-7
CNC(=O)c1ccc2c(OC)n(C)nc2c1,15
COc1ccc(C=NNC(=O)c2ccccc2Br)cc1COc1ccccc1,2
COc1ccc(OC)c2sc(N3CCN(C(=O)C(c4ccccc4)c4ccccc4)CC3)nc12,10
COc1ccc(C(O)=C2C(=O)C(=O)N(CCCC(=O)O)C2c2ccc(OC)cc2)cc1 (stereo not given),-13

# (list continues)
SMILES,PriA SSB inh
COC(=O)c1ccc(S(=O)(=O)NCC#CCOc2ccccc2C(N)=O)cc1,-7
CN(C)CCCN(C(=O)c1ccno1)c1nc2c(Cl)cccc2s1,3
Cc1ccc(NC(=O)CN2CCC(Cn3cnc4ccccc43)CC2)cc1Cl,2
CCN1C(=O)c2cccc3c(NC(=O)c4ccccc4Br)ccc1c23,6
Cc1noc(Cc2ccccc2NC(=O)CCn2ccc(=O)[nH]c2=O)n1,-5
CCOc1cc(-c2nnc(NC(=O)c3cc(Cl)sc3Cl)o2)cc(OCC)c1OCC,-6&2
COc1ccc(N2CC(NC(=O)c3ccccc3Cl)CC2=O)cc1OC (stereo not given),-13
CC(C)N1CCC(CNC(=O)COc2ccc3ccccc3c2)CC1,1
Cc1n[nH]c(=S)n1N=Cc1ccc(-c2ccc(Cl)cc2)o1,1
O=C(c1ccccc1)c1ccccc1C(=O)N1CCSC(c2ccccc2)CC1 (stereo not given),-7
COCCN1C(=O)c2cccc3c(Cl)ccc(c23)C1=O,-18
CCCCCCCCCCS(=O)(=O)NN=Cc1ccccc1OC,3
COc1ccc(N2CCN(CC(O)COc3ccc(Cl)cc3C)CC2)cc1 (stereo not given),31
COc1ccc2nc(SCC(=O)C(C#N)=C(C)N)[nH]c2c1,2
COc1cc(=O)n(-c2ccc(C)cc2)nc1C(=O)N1CCC(C)CC1,22

# Rewritten with each value named: part of the list above
COC(=O)c1ccc(S(=O)(=O)NCC#CCOc2ccccc2C(N)=O)cc1
- PriA SSB inh: -7

CN(C)CCCN(C(=O)c1ccno1)c1nc2c(Cl)cccc2s1
- PriA SSB inh: 3

Cc1ccc(NC(=O)CN2CCC(Cn3cnc4ccccc43)CC2)cc1Cl
- PriA SSB inh: 2

# Next section.
SMILES,PriA SSB inh
Cc1cc2c(c(=O)n1Cc1ccccc1)C(c1cccs1)C(C#N)=C(N)O2 (stereo not given),-1
O=C(CSc1nnc(CCCN2C(=O)c3cccc4cccc(c34)C2=O)n1-c1ccccc1)c1ccc(F)cc1,-15&16
COc1cccc([C@@H]2c3c(oc4cc(C)c(C)cc4c3=O)C(=O)N2c2nccs2)c1OC,-19
COc1ccc(CCNC(=O)c2sc3nc(-c4cccs4)cc(-c4ccc(F)cc4)c3c2N)cc1OC,-26&-25
CNC(=O)Cc1ccc(-n2c(=O)c3ccccc3n(Cc3cc(C=O)ccc3OC)c2=O)cc1,-14
COc1cc(C2Sc3ccccc3N=C3c4ccccc4CCC32)cc(OC)c1OC (stereo not given),12
CN(C)S(=O)(=O)c1ccc(C(=O)NCc2nnc(SCc3c(F)cccc3Cl)o2)cc1,-7&6
O=S(=O)(C1CC1)N1CCCC(Cc2nc(-c3ccccc3F)no2)C1 (stereo not given),-1
COc1ccc(CC(=O)Nc2cccc(N3CCCS3(=O)=O)c2)cc1OC,-2
Cc1ccc2nc(NC(=O)CSc3cn(CCNC(=O)c4ccc(Cl)cc4Cl)c4ccccc34)sc2c1,-1
CC12CCC(C(=O)Nc3ccc(I)cc3)(C(Br)C1=O)C2(C)C (stereo not given),-2
O=C(CN1C(=O)c2ccccc2C1=O)NCC1(c2ccccc2)CCOCC1,-31
CCSc1ccccc1C(=O)NCCn1ccn2nc(-c3cccs3)cc12,-2
NC(=O)Cn1nnn(-c2ccc(NC(=O)Nc3ccc(Cl)c(Cl)c3)cc2)c1=O,0
CCC(=CC(=O)c1ccncc1)Nc1ccc(Br)cc1,20
COc1ccc(CCC(=O)NCCc2ccc(N(C)C)cc2)cc1,-6
O=C(NCCn1ccnc1-c1ccccn1)c1ccco1,-16
O=[N+]([O-])c1ccc(C=NNc2cc(Cl)nc(-c3ccccc3)n2)cc1,0
O=C(Cn1cc(-c2nnc(-c3ccco3)o2)c2ccccc21)N1CCOCC1,-11
O=C(NCc1ccc(C(F)(F)F)cc1)c1ccc(Nc2nn3c(=O)c4ccccc4nc3s2)cc1,-1
O=C(COc1cccc(Cl)c1)NN=Cc1cc2ccccc2nc1Cl,-10
COc1ccc(Cn2c(=O)c3nccnc3n(CC(=O)Nc3cc(C)ccc3OC)c2=O)cc1,9
Cc1nc(-c2ccccc2F)sc1CNC(=O)Cn1nnc2ccccc21,-6
COc1cccc(OC)c1OC[C@@H](O)CN1CCN(c2ccccc2F)CC1,-17
COc1cc(C=NNC(=O)c2ccc(N3CCCC3=O)cc2)ccc1O,-11
FC(F)(F)c1cccc(NN=Cc2ccccc2)c1,3
CCCCNC(=O)N1CCC(C(=O)OC)CC1,4
CS(=O)(=O)N1CCN(C(=O)NCCn2nc(-c3ccsc3)cc2C2CC2)C1=O,15
O=C(Nc1ccc(S(=O)(=O)Nc2ncccn2)cc1)c1csc2nc(-c3ccc(F)cc3)cn12,9
O=C(O)c1cc(NN=Cc2c[nH]c3ccccc23)ccc1Cl,9
CNC(=O)c1c(NC(C)=O)sc2c1CCCCC2,-5
O=C(c1ccc2c(c1)OCO2)N1C2C=CCC1CC2 (stereo not given),-2
COc1cccc(/C=N\NC(=O)c2nc(N)n[nH]2)c1OC,-16
COc1cccc(-c2nnc(SCC(=O)Nc3ccc(Br)c(C)c3)n2-n2cccc2)c1,-7
COc1ccc(NC(N)=Nc2nc(C)cc(=O)[nH]2)cc1,-8
O=C(Cn1cnc2ccccc21)NN=Cc1ccccc1,1
O=C(Nc1cnc(N2CCCC2)nc1)Nc1ccc(Cl)c(C(F)(F)F)c1,-9
N#Cc1nccnc1N1CCC(CNC(=O)C(=O)Nc2cccnc2)CC1,-14
CC(C)S(=O)(=O)Nc1ccc2c(c1)N(C)C(=O)C(C)(C)CO2,0
O=C(NCc1ccco1)c1csc(-c2cnccn2)n1,1
Cc1ccc(NC(=O)c2ccc(Br)cc2)cc1N1CCCCC1=O,-9
CCOC(=O)c1ccsc1NC(=O)C1CC1,-9
CC(C)(Oc1ccc(Cl)cc1)C(=O)Nc1c2c(nn1-c1ccc(F)cc1)CS(=O)(=O)C2,-6
COc1ccc(CC(C)=NNC(=O)c2ccncc2)cc1,3
COc1ccc(OCC2c3cc(OC)c(OC)cc3CCN2C(=O)Nc2ccc(Cl)cc2)cc1 (stereo not given),7
Cc1ccc2nc(N(Cc3cccnc3)C(=O)c3ccn(C)n3)sc2c1,-3
Cc1nc(-c2ccc(S(=O)(=O)NCCC(O)C3CCOCC3)cc2)co1 (stereo not given),0
CCn1ccc(C(=O)Nc2ccccc2F)n1,-21&-12
Cc1nn(C)c(C)c1S(=O)(=O)NCC1(CO)CC1,6
Cc1noc(C)c1CCC(=O)N1CCC(n2cc(-c3ccccc3)nn2)C1 (stereo not given),-15
O=C(NCc1ccc(C(=O)c2ccco2)s1)c1cc(Br)cs1,-10
CCOC(=O)c1c(-c2ccc(C)o2)csc1NC(=O)CSc1ncnc2sc(C)c(C)c12,-18
Cc1ccc(C)c(S(=O)(=O)N2CCN(S(=O)(=O)c3cc(C)ccc3C)CC2)c1,-17
COC(=O)c1ccc(Cl)cc1NC(=O)C1=Cc2ccccc2OC1,-21&-6
COc1nn(C)cc1C(=O)N(C)CC1Cc2ccccc2CO1 (stereo not given),-5
COC(C)(CNC(=O)c1cccc(Br)c1)c1cccc(Cl)c1 (stereo not given),-3
CCOC(=O)N1CCCCC(c2ccc(Cl)cc2)C1 (stereo not given),23
Cc1nc(-c2cccnc2)sc1-c1ccc(SCC(=O)Nc2ccc3c(c2)OCCO3)nn1,-1
CN(C)S(=O)(=O)c1ccc(-c2nnc(NC(=O)C(C)(C)Oc3ccc(Cl)cc3)o2)cc1,-4
COc1ccc(N2CC(CNC(=O)NCc3ccc(OC)c(OC)c3)CC2=O)cc1 (stereo not given),3
# Following part.
SMILES,PriA SSB inh
COc1ccc(OC)c(S(=O)(=O)Nc2ccc3c(c2)CN(S(=O)(=O)c2ccccc2)CC3)c1,9
Cc1ccc(CCC(=O)O)cc1F,-2
COC(=O)NN=Cc1ccc(-c2cc(Cl)c(Cl)cc2Cl)o1,-4
COc1ccccc1C(=O)ON=C1CCCc2c1ccc(OC)c2[N+](=O)[O-],9
C=CCn1c(=NC(=O)COc2ccc(Cl)cc2Cl)sc2cc(Br)ccc21,1
CCOc1ccc(S(=O)(=O)N2CCN(c3cccc(C)c3C)CC2)cc1,-11&1
COc1cccc(N(CC(=O)NN=C(C)c2cccs2)S(C)(=O)=O)c1,-2
O=C(NC(c1ccccc1)c1ccccc1)N1CCC(Oc2cccnn2)CC1,-6
Cc1cc2ncc3c(n2n1)CCN(C(=O)CSC1CCCC1)C3,-5
O=C(O)CC1CSc2nc3c(cnn3-c3ccccc3)c(=O)n21 (stereo not given),-4
O=C(C1CCC1)N1CCC(COCc2ccccc2)CC1,7
O=C(NCCCn1nc(-c2ccco2)ccc1=O)Nc1ccccc1F,-15
COc1ccc(CC(=O)NN=Cc2cccnc2)cc1OC,-3
Cc1c(C(=O)O)cncc1-n1cccc1,1
COc1ccccc1OCC#CCNC(=O)c1cccnc1OC,-20
O=C(COc1ncccn1)Nc1ccccc1F,-4

# Five entries picked at random from the list so far, as already listed:
SMILES,PriA SSB inh
Cc1cc2ncc3c(n2n1)CCN(C(=O)CSC1CCCC1)C3,-5
COc1cc(=O)n(-c2ccc(C)cc2)nc1C(=O)N1CCC(C)CC1,22
O=C(C1CCC1)N1CCC(COCc2ccccc2)CC1,7
CS(=O)(=O)c1cccc(C(=O)N2CCN(c3ccccc3)CC2)c1,-9
COc1cc(C2Sc3ccccc3N=C3c4ccccc4CCC32)cc(OC)c1OC (stereo not given),12
